Screening results deposited in PubChem by several laboratories.
KOR beta-arrestin-1: kappa opioid receptor blockers – cell-based, luminescence, uHTS (AID 1778); KOR beta-arrestin recruitment, luminescence, antagonist mode; higher % means a stronger effect; inhibition, % at 10 µM, or IC50 in µM where a hit was titrated; 0.091% of 290,000 active; in the data active = inhibition above about 50%; note: strong numbers were not always called active
GPR55 activation: GPR55 agonists via beta-arrestin recruitment, primary screen, imaging, U2OS cells, beta-arrestin-GFP redistribution (AID 1961) | 0.048% of 290,000 active | U2OS GPR55 beta-arrestin-GFP redistribution imaging; higher % means a stronger effect | activation, % at 10 µM, or EC50 in µM where a hit was titrated;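 active = activation above 40% with more than 50 cells counted in the well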;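 note: U2OS osteosarcoma cells stably expressing GPR55 and beta-arrestin-GFP; plate controls were DMSO negative control for no effect and LPI positive control for full effect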
NOD1 inhibition: NOD1 signaling inhibitors, primary screen, cell-based, luminescence, uHTS (AID 1578); NOD1-driven NF-kB luciferase reporter cells, luminescence; higher % means a stronger effect; one-dose inhibition, % at 4 µM; EC50 in µM for titrated hits; 1% of 290,000 active; in the data active = inhibition mostly above about 36%, no sharp cut-off; inactive = mostly below about 34%;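 note: HEK-293T reporter cells stimulated with the NOD1 agonist gamma-tri-DAP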
NTR1 agonist: agonists of NTR1, primary screen, imaging, U2OS cells, beta-arrestin-GFP, high content (AID 493036). P30989. NTR1-U2OS beta-arrestin-GFP spot imaging, agonist mode. activation, % at 20 µM. 0.17% of 330,000 active;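 active = activation at or above 40% of the spot to cytoplasm intensity ratio, with at least 20 cells analyzed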;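 note: 0% = DMSO without peptide and 100% = 100 nM NTR1 peptide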
Target sequence (P30989 whole entry, looked up): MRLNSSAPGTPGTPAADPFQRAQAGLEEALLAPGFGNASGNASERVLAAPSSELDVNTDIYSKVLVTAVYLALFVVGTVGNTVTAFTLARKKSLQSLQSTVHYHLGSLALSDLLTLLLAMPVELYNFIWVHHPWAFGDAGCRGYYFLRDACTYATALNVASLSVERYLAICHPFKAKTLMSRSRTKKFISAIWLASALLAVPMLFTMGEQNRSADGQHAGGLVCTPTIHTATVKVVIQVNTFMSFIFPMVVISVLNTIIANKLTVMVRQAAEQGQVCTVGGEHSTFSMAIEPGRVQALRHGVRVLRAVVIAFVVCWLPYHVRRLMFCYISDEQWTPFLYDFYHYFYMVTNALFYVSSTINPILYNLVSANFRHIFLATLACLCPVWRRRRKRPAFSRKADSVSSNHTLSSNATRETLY
GPR55 antagonists: GPR55 antagonists blocking LPI-driven arrestin recruitment, primary screen, imaging, U2OS, beta-arrestin-GFP, LPI agonist (AID 2013); U2OS GPR55 beta-arrestin-GFP translocation imaging, LPI antagonism; higher % means a stronger effect; one-dose inhibition, % at 10 µM; IC50 in µM for titrated hits; 0.13% of 290,000 active;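 active = spots per cell inhibited over 60%, with over 100 cells counted and total cytoplasm intensity under 500,000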;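 note: U2OS cells stably carrying GPR55 and arrestin-GFP stimulated by 5 µM LPI near EC80; imaged beta-arrestin-GFP aggregate spots per cell after agonist stimulation; plate controls were LPI-stimulated DMSO wells for no effect and DMSO wells without LPI for full effect; some results filed as inactive read as strong as hits; confirmed hits need IC50 under 10 µM and bright autofluorescent wells are also inconclusive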
KOR beta-arrestin-2: KOR agonists, beta-arrestin recruitment, primary screen, cell-based, luminescence, uHTS (AID 1777). 0.02% of 280,000 active. KOR beta-arrestin recruitment, luminescence; higher % means a stronger effect. activation, % at 10 µM; hits with a dose series show EC50 in µM; in the data active = activation above about 50%, passing the limit was not always enough; note: a part of the inactive calls stands beside numbers as strong as those of hits
UTI89 phage lysis: inhibition of K1F phage lysis, E. coli UTI89, bacterial capsule biogenesis inhibitors, alamar blue (AID 488966) | E. coli UTI89 K1F phage lysis, alamar blue, 2 h; higher % means a stronger effect | inhibition, % at 100 µM, or IC50 in µM where a hit was titrated | 0.02% of 340,000 active;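 active = phage lysis inhibition, versus mean bacterial control, above a set limit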;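 note: capsule biogenesis inhibitors block K1F phage lysis so surviving cells raise fluorescence; higher fluorescence means more inhibition of phage lysis; actives were called in the ten point dose series up to 300 µM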
Rac1 GTP hydrolysis: MgcRacGAP GTPase-activating activity inhibitors, confirmation, biochemical, ADP Hunter fluorescence | 0.6% of 340,000 active | inhibition, % at 30 µM; hits with a dose series show IC50 in µM | MgcRacGAP-stimulated Rac1 GTP hydrolysis, ADP Hunter fluorescence; higher % means a stronger effect; GST-tagged Rac1 F28L mutant substrate | AID 624330;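 active = first-screen hits whose inhibition reached a set limit at any dose in the follow-up dose series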;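 note: fluorescence reports GDP produced by GAP-driven GTP hydrolysis; strong numbers were not always called active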
GPR35 antagonists: inhibition of zaprinast-stimulated GPR35 beta-arrestin translocation – imaging, U2OS, beta-arrestin-GFP, zaprinast agonist, primary screen (AID 2058). U2OS GPR35 beta-arrestin-GFP translocation imaging, zaprinast antagonism; higher % means a stronger effect. inhibition, % at 10 µM, or IC50 in µM where a hit was titrated. 0.052% of 290,000 active;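 active = inhibition of at least 50% with at least 30 cells and total cytoplasm GFP at most 10,000,000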
NTR1 agonist cell count 20 µM: recorded beside NTR1 agonist, whose call it bears; cell count; measured here: cell count, cytotoxicity flag
* = called active by the depositor; · = not tested or not shown; [ ] = another dose, or the depositor's remark.

SMILES	KOR beta-arrestin-1	GPR55 activation	NOD1 inhibition	NTR1 agonist	NTR1 agonist cell count 20 µM	GPR55 antagonists	KOR beta-arrestin-2	UTI89 phage lysis	Rac1 GTP hydrolysis	GPR35 antagonists
Cc1ccc(N(CC(=O)NC2CCCCC2)S(=O)(=O)c2c(C)noc2C)cc1	-10%	-0.2%	-22%	0.0	70	3%	-5.8%	-0.3%	-32%	12%
CSCCC(NS(=O)(=O)c1ccc(Cl)cc1)C(=O)OCC(=O)NC1CCCCC1 (stereo not drawn)	20%	-0.1%	-16%	1.0	88	-13%	-6.7%	0.7%	14%	4%
Cc1ccc(S(=O)(=O)N(C)C)cc1NC(=O)C1CCCCC1	8%	-0.2%	-4%	0.1	53	5%	·	-0.2%	-3%	2%
COc1ccccc1CNC(=O)COC(=O)/C=C/c1cccs1	-3%	-0.1%	-33%	1.5	89	10%	1.1%	0.3%	11%	-9%
CC(=O)NC1C(=O)N=C(SCC(=O)Nc2cccc(Cl)c2)NC1=O (stereo not drawn)	13%	0.6%	-44%	-0.5	64	2%	-3.4%	-0.2%	-9%	-1%
Cc1ncoc1C(=O)N1CCCC(N2CCN(c3cccc(C(F)(F)F)c3)CC2)C1 (stereo not drawn)	11%	-0.1%	2%	-1.1	68	15%	-1.6%	0.9%[50 µM]	7%	-6%
CCOc1ccc(NC(=O)Cn2c(=O)n(CCCC(=O)NC3CCN(Cc4ccccc4)CC3)c(=O)c3ccccc32)cc1	3%	0.2%	-34%	3.2	51	7%	-4.8%	0.2%	4%	16%
CC(=O)N1N=C(c2ccccc2OC(=O)/C=C/c2ccccc2)CC1c1ccccc1 (stereo not drawn)	25%	0.7%	10%	1.0	48	-1%	2.5%	·	·	9%
O=[n+]1cc(-c2ccc(Br)cc2)n([O-])c2c1CCC2	·	0.8%	-26%	-1.1	68	1%	3.1%	1.8%[50 µM]	8%	13%
O=C1C2C(C(=O)N1CCN1CCN(Cc3ccc([N+](=O)[O-])cc3)CC1)[C@H]1C=C[C@@H]2C1 (stereo partly drawn)	24%	0.5%	-6%	1.1	45	-5%	0.2%	0.0%	4%	2%
Nc1nc(-c2ccc(Cl)cc2)c(N=Nc2ccc(S(=O)(=O)N3CCOCC3)cc2)s1	9%	-0.4%	-12%	-2.7	69	26%	-10%	0.8%[50 µM]	8%	-17%
CN1C[C@@H]2C[C@@H](C3=Cc4cc(Cl)ccc4OC3)N3CCC[C@@]23C1=O	-12%	-0.2%	-34%	-0.5	91	-1%	0.5%	-0.5%	-3%	17%
CC(=C/c1ccccc1)/C=N/NC(=O)c1cccs1	-18%	-0.2%	-15%	1.1	46	6%	-0.3%	·	·	-8%
CCN(CC)C(=O)CCSc1nnc(-c2ccncc2)o1	-5%	0.4%	-6%	2.0	80	4%	-4.8%	0.9%[50 µM]	-21%	0%
Cc1ccnc(SCC(=O)N2CCc3ccccc3C2)n1	-1%[20 µM]	0.0%	-29%	-0.2	34	6%	·	-0.1%	7%	3%
Cc1cc(C(=O)OCC(=O)Nc2ccc(F)c(F)c2F)c(C)o1	12%	-0.7%	-39%	0.5	24	11%	0.8%	-0.1%	1%	-15%
O=C(CSc1nnc(-c2ccncc2)n1-c1ccccc1Cl)Nc1ccc(C(=O)O)cc1	11%	0.2%	-17%	0.6	27	0%	-6.6%	-0.7%	-5%	17%
Cc1nn(CCCC(=O)Nc2cccnc2)c(C)c1[N+](=O)[O-]	15%	-0.2%	-24%	2.9	59	-9%	-7.5%	-0.1%[50 µM]	5%	15%
Cc1cc(C)cc(C(=O)NCCC(=O)N2CCC3(CC2)NCCc2[nH]cnc23)c1	-8%	-0.1%	2%	-0.5	60	-6%	7.9%	-0.3%	-18%	0%
N#Cc1cc2c([nH]c1=S)CCCCCC2	-16%	-0.1%	-25%	-0.1	52	27%	4.6%	0.1%	5%	4%
CC1CCCN(c2ccc3nncn3n2)C1 (stereo not drawn)	-7%	-0.1%	-6%	-1.9	110	13%	-1.8%	0.0%	-7%	4%
COc1ccc(-n2c(C)cc(C(=O)COc3ccc(C)nc3[N+](=O)[O-])c2C)cc1	17%	-0.3%	2%	3.0	43	4%	-1.2%	0.2%	2%	-13%
Cc1sc2ncnc(Sc3nnc4sc5ccccc5n34)c2c1C	-31%	-0.2%	52%	5.1	79	-9%	2.4%	·	·	-1%
O=C(CC1CCCCC1)N1CCN(c2ccccn2)CC1	-31%	0.3%	-27%	-1.1	43	-8%	-0.7%	0.5%	-1%	-2%
CCc1ccc(C(C)NC(=O)c2ncn[nH]2)cc1 (stereo not drawn)	-8%	0.3%	-21%	-0.7	39	2%	-3.6%	0.8%	3%	-15%

The final 5 compounds of the part above come first, to join the parts:
SMILES	KOR beta-arrestin-1	GPR55 activation	NOD1 inhibition	NTR1 agonist	NTR1 agonist cell count 20 µM	GPR55 antagonists	KOR beta-arrestin-2	UTI89 phage lysis	Rac1 GTP hydrolysis	GPR35 antagonists
CC1CCCN(c2ccc3nncn3n2)C1 (stereo not drawn)	-7%	-0.1%	-6%	-1.9	110	13%	-1.8%	0.0%	-7%	4%
COc1ccc(-n2c(C)cc(C(=O)COc3ccc(C)nc3[N+](=O)[O-])c2C)cc1	17%	-0.3%	2%	3.0	43	4%	-1.2%	0.2%	2%	-13%
Cc1sc2ncnc(Sc3nnc4sc5ccccc5n34)c2c1C	-31%	-0.2%	52%	5.1	79	-9%	2.4%	·	·	-1%
O=C(CC1CCCCC1)N1CCN(c2ccccn2)CC1	-31%	0.3%	-27%	-1.1	43	-8%	-0.7%	0.5%	-1%	-2%
CCc1ccc(C(C)NC(=O)c2ncn[nH]2)cc1 (stereo not drawn)	-8%	0.3%	-21%	-0.7	39	2%	-3.6%	0.8%	3%	-15%
CCCn1c(NC(=O)c2cccc(C)c2C)nc2ccccc21	2%	-0.1%	14%	5.1	66	-7%	-3.1%	0.1%	3%	-3%
CC1=C(C(=O)N2CCCCC2)C(c2cccs2)C2=C(CCCC2=O)N1 (stereo not drawn)	-1%	-0.2%	24%	-1.1	42	-2%	-2.5%	2.3%	9%	1%
O=C(c1ccc(Cl)nc1)N1CCN(C/C=C/c2ccccc2)CC1	-21%	1.5%	-14%	4.0	51	8%	-2.7%	0.1%	10%	1%
Cc1ccc(S(=O)(=O)N(C)CC(=O)NCc2ccncc2)cc1	-9%	0.0%	8%	5.2	98	-12%	-2.5%	0.3%	7%	7%
CNC(=O)Nc1ccccc1F	-4%	-0.1%	-10%	-1.0	82	13%	-3.0%	1.4%	4%	3%
CCOC(=O)NC1(C(F)(F)F)C(=O)NC(C)=C1C#N (stereo not drawn)	10%	0.1%	-7%	-0.5	39	-3%	-0.5%	0.3%	12%	6%
COc1ccccc1/C=N/NC(=O)CCn1cnc2ccccc21	-22%	-0.3%	-5%	-2.2	92	4%	-2.6%	0.2%	7%	5%
O=S(=O)(c1ccccc1)N1CCC(Oc2ccc(-n3cnnn3)cc2)CC1	-30%	-0.1%	5%	4.8	71	5%	0.8%	0.1%	2%	28%
CCNC(=O)C1CCCc2c1[nH]c1ccc(Cl)cc21 (stereo not drawn)	11%	-0.4%	-25%	0.7	46	11%	3.9%	-1.3%	6%	-1%
CC1CN(C(=O)C(C)N2CCN(c3ccccc3Cl)CC2)CC(C)O1 (stereo not drawn)	20%	0.7%	-30%	-0.3	55	4%	-4.5%	0.0%	3%	10%
c1cc2c(cc1-c1[nH]ncc1CN1CC3C[C@@H]4CC1C[C@H](C3)C4)OCO2	-33%	-0.2%	-21%	0.1	77	9%	2.0%	-0.4%	0%	6%
O=C(NC1CC1)c1cc(OCC(F)(F)F)ccc1OCC(F)(F)F	0%	0.3%	-26%	0.7	32	-2%	1.8%	0.3%	4%	9%
OC1(c2ccc(Cl)cc2)CCN(Cc2cn[nH]c2-c2ccccc2)CC1	9%	-0.2%	-1%	-0.7	53	11%	-3.1%	1.3%	11%	7%
COc1cccc(/C=C2/C(=O)NN(c3ccccc3)C2=O)c1	-42%	0.3%	0%	·	·	10%	5.1%	-0.1%[50 µM]	·	0%
O=C(CSc1nc2ccccc2c(=O)n1-c1ccccc1)N1CCN(CCO)CC1	9%	-0.2%	-9%	-1.9	92	4%	-2.3%	0.0%	12%	8%
Cn1cnnc1SC(C(=O)Nc1cccc(C(F)(F)F)c1)c1ccccc1 (stereo not drawn)	1%	0.2%	15%	1.7	35	0%	12%	-0.4%	11%	-3%
CC1(C)CC(=O)C=C(C(=O)NC2CCCc3c2cnn3-c2cc(F)cc(F)c2)O1 (stereo not drawn)	-18%	-0.1%	-30%	1.0	69	2%	3.1%	-0.1%	3%	-3%
CCCOC(=O)C1=C(C)NC2=C(C(=O)C(C(=O)OC)C(C)C2)C1c1ccc(N(CC)CC)cc1 (stereo not drawn)	-14%	-0.5%	-21%	-1.9	96	10%	2.1%	-0.5%	3%	1%

One compound at a time, from the list above. Order of screens: KOR beta-arrestin-1	GPR55 activation	NOD1 inhibition	NTR1 agonist	NTR1 agonist cell count 20 µM	GPR55 antagonists	KOR beta-arrestin-2	UTI89 phage lysis	Rac1 GTP hydrolysis	GPR35 antagonists
O=C(CSc1nc2ccccc2c(=O)n1-c1ccccc1)N1CCN(CCO)CC1 reads 9%	-0.2%	-9%	-1.9	92	4%	-2.3%	0.0%	12%	8%
CCCOC(=O)C1=C(C)NC2=C(C(=O)C(C(=O)OC)C(C)C2)C1c1ccc(N(CC)CC)cc1 (stereo not drawn) reads -14%	-0.5%	-21%	-1.9	96	10%	2.1%	-0.5%	3%	1%

A second format for three compounds above:
Compound,KOR beta-arrestin-1,GPR55 activation,NOD1 inhibition,NTR1 agonist,NTR1 agonist cell count 20 µM,GPR55 antagonists,KOR beta-arrestin-2,UTI89 phage lysis,Rac1 GTP hydrolysis,GPR35 antagonists
CCCOC(=O)C1=C(C)NC2=C(C(=O)C(C(=O)OC)C(C)C2)C1c1ccc(N(CC)CC)cc1 (stereo not drawn),-14%,-0.5%,-21%,-1.9,96,10%,2.1%,-0.5%,3%,1%
O=C(c1ccc(Cl)nc1)N1CCN(C/C=C/c2ccccc2)CC1,-21%,1.5%,-14%,4.0,51,8%,-2.7%,0.1%,10%,1%
CCNC(=O)C1CCCc2c1[nH]c1ccc(Cl)cc21 (stereo not drawn),11%,-0.4%,-25%,0.7,46,11%,3.9%,-1.3%,6%,-1%

Some of the compounds tested; the hit share may differ from the screen's.
